All columns: NCI-60 one-dose screen, growth in % after 48 h at 10 µM unless noted; 100 = growth as untreated, 0 = no growth, -100 = all killed.
HL-60(TB) – HL-60(TB) leukemia cells. hit rate 9% among 78,000. AID 1794776; active = growth percent below 10
An asterisk follows results filed as active; & = joins results of further samples; ! = repeats disagree.

No.	compound	HL-60(TB)
1	Oc1c2c(n3cccc13)=c1ccccc1=N2	54
2	O=C(/C=C/C12c3ccccc3C(c3ccccc31)C1C(=O)N(c3ccc(Cl)cc3)C(=O)C12)c1ccccn1 (configuration not stated)	-19*
3	NNc1nncn2c1cc1ccccc12	150
4	COc1ccc(C2=NN(C(C)=O)C(c3ccc(Oc4ccc(Cl)cc4)cc3)C2)cc1OC (configuration not stated)	92
5	Cc1ccccc1NC(=O)c1sc2nc3c(cc2c1N)C(=O)CCC3	36
6	CC1=NN(c2nc(-c3ccccc3)c(C#N)c(=O)n2C)C(=O)C1N=Nc1ccc(C(=O)O)cc1 (configuration not stated)	115
7	O=C1OC2CCCC1CC2 (configuration not stated)	105
8	C=C(C)[C@@H]1CC[C@]2(C(=O)Nc3ccccn3)CC[C@]3(C)[C@H](CC[C@@H]4[C@@]5(C)CCCNC(C)(C)[C@@H]5CC[C@]43C)[C@@H]12	-38*
9	Cc1ccc2c(n1)C(=O)C(Oc1ccc(C(F)(F)F)cc1)=CC2=O	62
10	CNC(=O)O/N=C(C)/C(C)=N/OC(=O)NC	107
11	CC(C)(C)OC(=O)CC(S(=O)(=O)c1ccccc1)S(=O)(=O)c1ccccc1	76
12	CC1(C2CCOC2=O)OCCO1 (configuration not stated)	109
13	Nc1cc2ccccc2c(=O)n1NC(=O)c1ccc(I)cc1	77
14	COC(=O)/C=C1/Nc2ccccc2SC1C(=O)OC (configuration not stated)	92
15	COc1cc(C)c(Cl)cc1C1=NN(c2ccc(S(N)(=O)=O)cc2)C(/C=C/c2ccccc2)C1 (configuration not stated)	64
16	CCCC[P+](c1ccccc1)(c1ccccc1)c1ccccc1	16
17	O=C(/C=C/c1ccc([N+](=O)[O-])cc1)c1ccc2c3c(cccc13)CC2	14
18	O=C1c2ccccc2-c2c1c1c(NCCCO)nc3ccccc3c1n2Cc1ccccc1	49
19	CCCCC(=S)SSC(C)(C)C	89
20	CCCC(C)NCCOC(=O)Nc1ccccc1 (configuration not stated)	94

More entries.
No.	compound	HL-60(TB)
21	Cc1ccc(SC2c3ccc(Br)cc3Oc3nc(N)c(C#N)c(N)c32)cc1 (configuration not stated)	46
22	Cc1ccc(S(=O)(=O)NCCCNc2cc(-c3cn(C(C)(C)C)nc3-c3ccccc3)ccn2)cc1	60
23	COc1ccc(C(=O)c2cc(C)c(OC)c(C)c2)c(OC)c1O	-26*
24	CCOP(=O)(OCC)c1nc(-c2ccccc2)oc1N(C)CC(O)C(O)C(O)C(O)CO (configuration not stated)	107
25	CC(C)(C)C1CCC(C(=O)O)CC1 (configuration not stated)	102
26	CC(C)(C)N1COCC(COc2ccc(Cl)cc2)OC1 (configuration not stated)	41
27	CC[N+](CC)(CC)CC	101
28	Cn1c(=O)[nH]c2nc(SC/C(=N/O)c3ccc(Cl)cc3)[nH]c2c1=O	106
29	O=C(CCl)Nc1cccc(Cl)c1	101
30	Cn1nc(SCc2ccccc2)c(=O)n(C(c2ccccc2)c2ccccc2)c1=O	106
31	C[C@@H](C[C@H](CCO)c1ccccc1)c1csc2ccccc12	85
32	C1=C(c2ccc(-c3ccccc3)cc2)Nc2ccccc2S1	100
33	N#CC1=C(c2cccs2)Nc2c(c(-c3ccccc3)nn2-c2ccccc2)C12C(=O)Nc1ccccc12 (configuration not stated)	0.7*
34	[2H]c1cc2c(c([2H])c1F)/C(=C/c1[nH]c(C)c(C(=O)NCCN(CC)CC)c1C)C(=O)N2	4.9*
35	COc1ccn(C)c(=O)n1	109
36	COc1ccc(/C=N/C2=NNC(C)(c3ccccc3O)N2C(Cc2c[nH]c3ccccc23)C(=O)O)cc1 (configuration not stated)	-22*
37	CC1(C)CC[C@]23CC[C@]4(C)[C@H](CC[C@@H]5[C@@]6(C)CCC7(OOC8(CCCCC8)OO7)C(C)(C)[C@@H]6CC[C@]54C)[C@H]2[C@H]1OC3=O (some centres not stated)	99
38	Cc1cc(C#Cc2ccccc2)ccc1-n1c(/C=C/c2cc(O)ccc2O)nc2ccccc2c1=O	-12*
39	O=C1OCC2=C1C(c1cccc(Cl)c1)c1cc3c(cc1N2CCO)OCCO3 (configuration not stated)	-20*
40	O=C(O)Cc1ccc([N+](=O)[O-])cc1	75

Next part:
No.	compound	HL-60(TB)
41	CC12CCC3C(CC=C4CC(O)CCC43C)C1C/C(=C\N1CCOCC1)C2=O (configuration not stated)	129
42	O=C1NC(=O)C(=O)C(=O)N1	96
43	CCCCC(CCc1ccc([N+](=O)[O-])cc1)(C(C)=O)C(=O)OCC (configuration not stated)	93
44	COC(=O)[C@@H](NC(=O)NC(=O)NC(=O)CI)C(C)C	78
45	COCCOCCOCc1n(Cc2ccc3ccccc3n2)c2ccccc2[n+]1Cc1ccc2ccccc2c1	-68*
46	COC(=O)/C(CCC=C(C)C)=C1\[C@@H](OC(C)=O)C[C@@]2(C)[C@H]1CC(=O)[C@H]1[C@@]3(C)CCC(N4CCCC4)[C@@H](C)[C@@H]3CC[C@@]12C (some centres not stated)	-51*
47	Cc1cc(=O)oc2cc(OCCOc3ccc(/C=C/C(=O)Nc4ccccc4F)cc3)ccc12	104
48	CC(=O)O[C@H]1CC[C@]2(C)[C@H]3CC[C@@H]4[C@H]5[C@H](C(C)C)CC[C@]5(C(=O)OCC(CO)(CO)N=C(N)N)CC[C@@]4(C)[C@]3(C)CC[C@H]2C1(C)C	-25*
49	Fc1cc(COC2CCN(Cc3ccc4[nH]ncc4c3)CC2)ccc1Cl	52
50	CCN(CC)CC(O)c1cnc(-c2ccccc2)nc1C (configuration not stated)	100
51	CCCCCC(C)NCC(C)O (configuration not stated)	113
52	O=C1NC(=S)NC(=O)C1=Cc1cccc(Cl)c1	105
53	COc1ccc2c(c1OCC#CC#Cc1ccsc1)C(=O)O[C@@H]2[C@H]1c2c(cc3c(c2OC)OCO3)CCN1C	73
54	O=C(Cn1cc(CN2CCN(c3ccnc4cc(Cl)ccc34)CC2)nn1)Nc1ccccc1F	120
55	CCCCCCCCCCCC/C=C\C1CC(=O)OC1=O (configuration not stated)	107
56	CN(C)C(=O)c1cccc(NC(=O)Oc2ccccc2)c1	95
57	COC(=O)C1(CC(=O)C(C)(C)C)NC(=S)NC(=O)C1C#N (configuration not stated)	100
58	O=S(=O)(Nc1cc(Sc2cccc3cccnc23)c(O)c2ccccc12)c1ccc(F)cc1	-22*
59	CCCOc1ccc(N2CCN(c3ncnc4c3ncn4Cc3nnc4c5ccccc5c(Cl)nn34)CC2)cc1	96
60	C[C@H](Nc1ncnc2ccc(-c3cnc(Cl)c(NS(C)(=O)=O)c3)cc12)c1ccccc1	-18*

New compounds follow.
No.	compound	HL-60(TB)
61	CCOC(=O)[C@H](CCc1ccccc1)N[C@@H](C)C(=O)N1CCC[C@H]1C(=O)O	102
62	N#C/C(=C\c1ccc(Cl)cc1)C(=O)Nc1cc(-c2ccccc2)nn1-c1ccccc1	90
63	CS(=O)(=O)c1ncc(Br)c(Cl)n1	88
64	Brc1ccc(-c2cc3c(cc2C2SCCS2)OCO3)cc1	97
65	CCOC(=O)C(Cc1ccc(OC)cc1)C(=O)OCC	3.8*
66	CCOC(=O)C1CCC(OC(C)=O)C(OC2CC(C(=O)OCC)CCC2OC(C)=O)C1 (configuration not stated)	82
67	C[C@@H]1CN(c2cnc(C(=O)Nc3cc(F)cc4cccnc34)cn2)C[C@H](C)N1	82
68	Cc1ccc(S(=O)(=O)N(c2cc(C(C)(C)C)nn2C)S(=O)(=O)c2ccc(C)cc2)cc1	43
69	Clc1ccc(Nc2nnc(COc3ccccc3)c3ccccc23)cc1	-16*
70	Cc1ccc2c(n1)C(=O)C(Cl)=C(Nc1cccc(C(=O)OC(C)(C)C)c1)C2=O	17
71	O=S1(=O)N=C(Cl)c2ccccc21	103
72	O=C1NC(=O)C2C3C=CC(C3)C12 (configuration not stated)	98&68
73	COc1cc(/C=C\[N+](=O)[O-])ccc1O	9.3*!
74	CCCSc1nc(Oc2ccccc2/C=C2/SC(=O)NC2=O)c(C#N)c(-c2ccc(OC)cc2)n1	93
75	COc1cc(/C=C\c2cc(/C=C\c3ccc(O)c(OC)c3)n(C(=O)CNc3ccc(Cl)cc3)n2)ccc1O	-12*
76	CC(C)OC(=O)COc1ccc(F)cc1F	104
77	COc1ccc(-c2cc(-c3cccn3C)c(C#N)c(=O)n2C(C)=O)cc1OC	87
78	Clc1ccc(SSC(Cl)(Cl)Cl)cc1	113
79	O=C(NCc1ccccc1)C(c1ccc(O)cc1)N(C(=O)CCc1ccc(O)cc1)C1CC1 (configuration not stated)	100
80	Oc1ccc(C2(c3ccc(O)cc3)CCCCC2)cc1	101

Reformatted field by field: part of the list above
30. Cn1nc(SCc2ccccc2)c(=O)n(C(c2ccccc2)c2ccccc2)c1=O
  HL-60(TB): 106

31. C[C@@H](C[C@H](CCO)c1ccccc1)c1csc2ccccc12
  HL-60(TB): 85

32. C1=C(c2ccc(-c3ccccc3)cc2)Nc2ccccc2S1
  HL-60(TB): 100

33. N#CC1=C(c2cccs2)Nc2c(c(-c3ccccc3)nn2-c2ccccc2)C12C(=O)Nc1ccccc12 (configuration not stated)
  HL-60(TB): 0.7*

Exported with each value named: part of the list above
79. O=C(NCc1ccccc1)C(c1ccc(O)cc1)N(C(=O)CCc1ccc(O)cc1)C1CC1 (configuration not stated)
  HL-60(TB): 100

80. Oc1ccc(C2(c3ccc(O)cc3)CCCCC2)cc1
  HL-60(TB): 101

Remaining list, next part:
No.	compound	HL-60(TB)
81	CCC(C)[C@H]1OC(=O)[C@H](C(C)C)N(C)C(=O)[C@@H](C(C)C)OC(=O)[C@H](C(C)C)N(C)C(=O)[C@@H](C(C)CC)OC(=O)[C@H](C(C)C)N(C)C1=O (some centres not stated)	-48*
82	Cn1c(N)c(C=O)c(=O)n(C)c1=O	93
83	COc1cc(-c2nc(C(=O)NCCC(=O)O)nn2-c2ccc(Cl)cc2)cc(OC)c1OC	101
84	CC(=O)Nc1ccc(S(=O)(=O)Nc2ccc(NS(=O)(=O)c3ccc(NC(C)=O)cc3)cc2)cc1	112
85	COC1=CC(C)C2CC3OC(=O)CC4C(C)=C(OC)C(=O)C(C2(C)C1=O)C34C (configuration not stated)	101
86	CCCN(Cc1ccc(CN(CCC)C(=O)C(Cl)Cl)cc1)C(=O)C(Cl)Cl	44
87	CCCCCCCCCCC(O)C(=O)O (configuration not stated)	107
88	CC(OC1CCC(OC2NCC(C(F)(F)F)CC2Cl)CC1)C(=O)NCCCCC(NC(=O)COCCOCCNC(=O)c1ccc(N2CCN(Cc3ccc(Cl)cc3)CC2)c([N+](=O)[O-])c1)C(=O)NCCCCC(NC(=O)COCCOCCNC(=O)C(NS(=O)(=O)C1CCC(N=NC2CCC(N(C)C)CC2)CC1)C(C)C)C(=O)NCCOCCOCC(=O)NC(CCCCNC(=O)CN1CCN(CC(=O)O)CCN(CC(=O)O)CCN(CC(=O)O)CC1)C(=O)O (configuration not stated)	109
89	COc1ccc(C(O)CCl)c2ccccc12 (configuration not stated)	103
90	N#C/C(=C\c1ccncc1Br)c1nc2ccccc2s1	16
91	Clc1nc(-c2cccnc2)nc2sc3c(c12)CCCCCC3	102
92	COc1cccc(C=C2C(=O)OC(C)(C)OC2=O)c1	109
93	Cc1ccc2[nH]c(O)c(N=Nc3nc(-c4ccc(F)cc4)c(C#N)c(=O)[nH]3)c2c1	103
94	CC1=C(C)C(=O)C(N2CCN(c3ccc(C)cc3)CC2)=C(Cl)C1=O	69
95	O=C(Oc1cccnc1)c1sccc1Nc1ccnc(C(F)(F)F)c1	63
96	COc1ccc(/C=C/C(=O)C(=O)/C=C/c2ccc(OC)c(OC)c2)cc1OC	35
97	COc1ccc(/C=C/C(=O)c2ccc(NC(=O)N3CCN(c4cc5c(cc4F)c(=O)c(C(=O)O)cn5C4CC4)CC3)cc2)cc1	97
98	O=C1c2ccccc2-c2ccc(-c3ccc4c5c(cccc35)C(=O)c3ccccc3-4)c3cccc1c23	104
99	COCCn1cc(-c2nc(-c3cn(CCOC)c4ncccc34)cs2)c2ccccc21	114
100	O=C1CCC(N2C(=O)c3cccc(NCCCC4CCN(CCNC(=O)c5cc6c(o5)C(=O)c5ccccc5C6=O)CC4)c3C2=O)C(=O)N1 (configuration not stated)	6.7*

The list continues:
No.	compound	HL-60(TB)
101	COc1ccc(/C=N\NC(=O)N/N=C/c2ccc(OC)cc2)cc1	87
102	CN(C)/C=C1\SC(=Nc2ccc(Cl)cc2)NC1=O	99
103	COc1cc(-c2nc3sccn3c2-c2ccnc(S(C)(=O)=O)n2)ccc1F	94
104	COc1cccc(-c2nc3[nH]nc(SC)c3c(=O)[nH]2)c1	122
105	N#CC1C(=O)NC(c2ccccc2)=CC1c1ccccc1 (configuration not stated)	95
106	Clc1ccc(N=C(Nc2ccc(Cl)cc2)c2ccccc2)cc1	123
107	Cc1cc(Cc2cc(C)c(O)c(C)c2)cc(C)c1O	16
108	O=c1nc(Oc2ccccc2)nc2ncccn12	99
109	O=C1/C(=C/C=C/c2ccco2)SC(=S)N1CCc1ccccc1	78
110	C=C1C(=O)O[C@@H]2C[C@@H](C)[C@H](OC)CC(=O)[C@](C)(OC(C)=O)C[C@H](OC(=O)/C(C)=C\C)[C@@H]12	69
111	COc1cccc(-c2c(C(=O)O)cc(O)c3ccc(OC)cc23)c1	108
112	C[C@]12CC[C@H]3[C@@H](C[C@@H]4SC(Nc5ccccn5)=N[C@@]45CC(=O)CC[C@]35C)[C@@H]1CCC2=O	69

4 entries from above, arranged by molar mass, lowest first.
No.	compound	HL-60(TB)
108	O=c1nc(Oc2ccccc2)nc2ncccn12	99
105	N#CC1C(=O)NC(c2ccccc2)=CC1c1ccccc1 (configuration not stated)	95
101	COc1ccc(/C=N\NC(=O)N/N=C/c2ccc(OC)cc2)cc1	87
106	Clc1ccc(N=C(Nc2ccc(Cl)cc2)c2ccccc2)cc1	123

Bioassay records deposited in PubChem BioAssay by NCI.

Only part of the results is shown, so the mix of outcomes need not match the whole.
